RAD54 branch: RAD54 (human) branch migration inhibition; inhibition, % at 10.4 µM; hit rate 0.14% among 360,000; Q92698; AID 602329; RAD54 Holliday junction branch migration, FAM/BHQ fluorescence;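 active = mean normalized replicate activity at least 40 and at least half of replicates scoring 40 or more; inconclusive = only one of the two criteria met; inactive = mean below 40 and under half of replicates reaching 40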;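 also: 0% = median of neutral control wells and 100% = median of positive control wells; inhibitors cause a drop in the FAM fluorescence signal; in these data hits start at about 50%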
Target sequence (Q92698 whole entry, looked up): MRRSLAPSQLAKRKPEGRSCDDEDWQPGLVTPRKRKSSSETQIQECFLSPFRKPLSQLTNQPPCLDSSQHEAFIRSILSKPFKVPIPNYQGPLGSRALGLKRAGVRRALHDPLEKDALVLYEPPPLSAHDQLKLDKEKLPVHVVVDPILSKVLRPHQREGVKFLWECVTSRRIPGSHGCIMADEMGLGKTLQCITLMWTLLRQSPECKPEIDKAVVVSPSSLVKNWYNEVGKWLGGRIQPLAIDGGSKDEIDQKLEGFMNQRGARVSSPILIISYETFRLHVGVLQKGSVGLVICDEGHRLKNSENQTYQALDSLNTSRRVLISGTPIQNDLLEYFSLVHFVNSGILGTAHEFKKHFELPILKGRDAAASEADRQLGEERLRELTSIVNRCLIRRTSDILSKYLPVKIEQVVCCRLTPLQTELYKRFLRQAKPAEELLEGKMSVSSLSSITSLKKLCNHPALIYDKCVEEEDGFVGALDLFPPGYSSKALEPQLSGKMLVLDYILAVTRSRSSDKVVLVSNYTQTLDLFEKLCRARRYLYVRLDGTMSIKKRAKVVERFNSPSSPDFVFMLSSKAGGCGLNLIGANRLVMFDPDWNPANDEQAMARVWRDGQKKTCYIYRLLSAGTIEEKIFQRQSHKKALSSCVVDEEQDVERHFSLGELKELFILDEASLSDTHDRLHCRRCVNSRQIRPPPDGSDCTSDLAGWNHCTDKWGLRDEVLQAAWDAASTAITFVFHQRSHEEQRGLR
esBAF inh: blocks esBAF chromatin remodeling in mouse ES cells; Bmi1-luciferase knock-in reporter, 24 h; 100% = twice the neutral-well signal; reporter increase, % at 12.5 µM; hit rate 2% among 350,000; AID 602393; in the data active = activation above about 40%; inconclusive = no clear call, values can overlap the other calls;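 also: 0% = median of the plate's neutral control wells and 100% = double that signal; a rise in the Bmi1 reporter signal indicates esBAF inhibition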
ARNT TACC3 PPI: disrupts binding between human ARNT and TACC3; Q9Y6A5; AlphaScreen His-ARNT PAS-B/GST-TACC3 binding, luminescence; TACC3 fragment carries E629A point mutation; inhibition, % at 9.99 µM; hit rate 0.66% among 390,000;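 active = mean inhibition of replicates at least 50% and at least half of replicates each reaching 50%; inconclusive = half or more replicates reach 50% but mean below 50%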;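 also: 0% = complete ARNT plus TACC3 wells and 100% = ARNT alone without TACC3; many hits fall short of the cut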
* = called active by the depositor; ? = inconclusive.

SMILES	RAD54 branch	esBAF inh	ARNT TACC3 PPI
Cc1ccc(C2C(C#N)=C(N)Oc3n[nH]c(-c4cccs4)c32)cc1 (stereo unspecified)	-2	-14	-3
CS(=O)(=O)Cc1nc2ccccc2oc1=O	-13	3	-13
OC(COc1ccc2c(c1)OCO2)CN1CCc2ccccc2C1 (stereo unspecified)	0	-4	-22
O=C(O)C12CC3CC(C1)CC(n1cnc(Cl)n1)(C3)C2	11	1	-8
CN(Cc1ccccc1)C(=O)c1ccccc1NC(=O)c1ccco1	1	4	1
CC(C)(Oc1ccc(Cl)cc1)C(=O)OCC(=O)N1CCCC1	8	3	5
N#Cc1cccnc1N1CCN(C(=O)c2cccc3c2C(=O)c2ccc(-c4ccc(Cl)c(C(F)(F)F)c4)cc2S3(=O)=O)CC1	-3	-1	-2
Cc1ccc(CN2CCS(=O)(=O)CC2)cc1	-5	0	-28
O=C(c1ccccc1CCc1ccccc1)N1CCOCC1	5	-6	-9
CN1/C(=C\C(=O)COC(=O)C2COc3ccccc3O2)C(C)(C)c2ccccc21 (stereo unspecified)	-16	10	-1
Cc1cccc(NC(=O)CCNS(=O)(=O)c2cccc3nsnc23)c1	8	-3	-1
Cc1ccc(C(=O)CNc2ccc(Br)cc2)cc1	4	21	-3
Cc1ccc(-c2nnn(CC(=O)N(Cc3cccs3)C(C(=O)NC(C)(C)C)c3ccco3)n2)o1 (stereo unspecified)	10	-4	6
Cc1cc(C)c(NC(=O)CCCOC(=O)C2=COCCO2)c(C)c1	10	-9	-16
O=S(=O)(c1cccc(F)c1)N1CCN(Cc2ccc3c(c2)OCO3)CC1	0	3	-3
O=C(O)c1ccccc1NC(=S)NC(NC(=O)c1ccccc1[N+](=O)[O-])C(Cl)(Cl)Cl (stereo unspecified)	-11	1	-1
Fc1ccccc1NC(=S)N/N=C/c1ccccc1Br	-3	60*	2
CC(=O)OCCCCON1C(=O)c2ccccc2C1=O	-2	4	-26
Cn1c(=O)c2ncn(CC(=O)Nc3ccc4c5c(cccc35)CC4)c2n(C)c1=O	-3	-5	-6
CCCCNC(=O)C1CCN(Cc2ccc(OCc3ccccc3)cc2)CC1	-8	51*	2
Cc1nc(SCC(=O)Nc2c(C)n(C)n(-c3ccccc3)c2=O)n[nH]1	-7	-5	-5
CCn1nnnc1SCC(=O)N1c2ccccc2Sc2ccccc21	5	4	-4
COC(=O)CSc1nnc([C@H](Cc2ccccc2)NC(=O)OC(C)(C)C)o1	-1	1	8
O=S(=O)(/N=C/c1ccccc1O)c1cccs1	-19	7	-7
COc1ccc(NC(=O)C2CCCN(c3c4c(nc5ncnn35)CCC4)C2)cc1OC (stereo unspecified)	-8	-5	-7

Of the compounds above, these contain two or more sulfur atoms:
SMILES	RAD54 branch	esBAF inh	ARNT TACC3 PPI
Cc1cccc(NC(=O)CCNS(=O)(=O)c2cccc3nsnc23)c1	8	-3	-1
CCn1nnnc1SCC(=O)N1c2ccccc2Sc2ccccc21	5	4	-4
O=S(=O)(/N=C/c1ccccc1O)c1cccs1	-19	7	-7

Returning to the listing with the 2 entries that preceded the break.
SMILES	RAD54 branch	esBAF inh	ARNT TACC3 PPI
O=S(=O)(/N=C/c1ccccc1O)c1cccs1	-19	7	-7
COc1ccc(NC(=O)C2CCCN(c3c4c(nc5ncnn35)CCC4)C2)cc1OC (stereo unspecified)	-8	-5	-7
Cc1ccc(NS(C)(=O)=O)c(C(=O)c2ccccc2)c1	5	-16	1
CCc1c(C#N)c(N)nc(SCC(=O)OCc2ccccc2)c1C#N	5	-6	-9
Cc1ccc(NC(=O)N(C2=NCC(C)S2)c2ccccc2)cc1 (stereo unspecified)	-1	43*	-11
O=C(N/N=C/c1c[nH]c2ccccc12)c1cc(-c2ccc(-c3ccccc3)cc2)n[nH]1	7	-5	-12
CCSc1nsc(NC(=O)Nc2ccc(F)cc2F)n1	12	16	-16
CCOC(=O)c1oc2cc(O)ccc2c(=O)c1-c1csc(C)n1	-3	-9	-4
Cc1cccc(OCc2nnc(SCC(=O)c3ccccc3)o2)c1	-16	10	31
O=C(O)C1CCCN(S(=O)(=O)c2ccc(F)cc2)C1 (stereo unspecified)	5	-4	2
CCS(=O)(=O)c1ccc(S(=O)(=O)CC)s1	-4	3	-5
COc1ccc(N2C(=O)CC(NCc3ccncc3)C2=O)cc1 (stereo unspecified)	4	-4	3
COc1cccc(-c2nn3c(-c4ccco4)nnc3s2)c1	-1	33	1
COc1ccc(OC)c(C2=NOC(C(=O)NCc3ccco3)C2)c1 (stereo unspecified)	5	-6	1
Nc1nc(OCC(F)(F)F)cc(Oc2ccccc2F)n1	-3	-8	-3
Cc1ccc(S(=O)(=O)N/N=C\c2cn(-c3ccccc3)nc2-c2ccccc2)cc1	1	39	0
CCCc1cc(Nc2c(C)n(C)n(-c3ccccc3)c2=O)n2c(nc3ccccc32)c1C#N	4	1	-17
CCN(CC)C(c1ccc(C)cc1)c1nnnn1C1CCCCC1 (stereo unspecified)	-24	-37	8
CC(C)(C)c1cc(NS(=O)(=O)c2ccc3c(c2)OCCO3)on1	-6	-10	-8
Cc1[nH]c2ccccc2c1C1C(c2ccccc2)=NN=C(C(C)C)N1O (stereo unspecified)	-2	6	17
CC1(C)Cc2c(C#N)c(SCc3ccccc3)nc(N3CCOCC3)c2CO1	8	-3	21
O=C(Cc1ccccc1)Nc1nnc(-c2ccco2)s1	-6	48*	-1
O=C(CSc1nc2ccccc2c(=O)n1Cc1ccco1)N1CCN(c2ccccc2)CC1	6	-5	0
Cc1cc(C)nc(-n2nc(C)cc2NC(=O)CNC(C)c2ccccc2)n1 (stereo unspecified)	-14	-5	-6
CC(C)Cn1[nH]c2c3c(ccc2c1=O)C(=O)c1ccccc1C3=O	-9	11	-2
O=C(CC1SC(=O)N(Cc2cccc3ccccc23)C1=O)Nc1nccs1 (stereo unspecified)	3	5	0
Cc1c(C(=O)NCc2ccccn2)oc2ccc(S(=O)(=O)N3CCOCC3)cc12	2	-3	5

The list goes on.
SMILES	RAD54 branch	esBAF inh	ARNT TACC3 PPI
c1ccc(-c2nnc3sc(Cc4cccs4)nn23)cc1	0	19	3
CCOC(=O)c1cc2c(nc1N)CC(C)(C)OC2	6	13	-4
CCCn1c(C2CC(=O)N(c3ccc(C)cc3)C2)nc2ccccc21 (stereo unspecified)	1	7	-1
CC(CCc1ccccc1)NC(=O)/C=C/c1ccccc1 (stereo unspecified)	-4	-5	0
Fc1ccc(OCCOCCNCC2CCCO2)cc1 (stereo unspecified)	-15	9	24
CCOc1ccc(CNC(=O)CCn2c(=O)oc3ccccc32)cc1	0	-6	-4
Cc1ccccc1CN(c1ccc(C(=O)Nc2cccnc2)cc1)S(C)(=O)=O	-4	2	-8
C=CCn1c(SCCN2CCOCC2)nc2c1c(=O)[nH]c(=O)n2C	-4	10	-3
CS(=O)(=O)Nc1ccc(C(=O)NC2CC3CCC2C3)cc1 (stereo unspecified)	8	0	2
CC(=N/O)/C(=N\O)c1ccc(C)o1	5	-7	-2
Cc1cc(C(=O)OCCO)c(C#N)c(N)n1	-7	-4	-2
CC(=O)NC1C(=O)N(CC(C)C)c2ccccc21 (stereo unspecified)	-7	2	-10
Cn1c(CSc2ncn[nH]2)nc2ccccc21	-2	13	-5
O=c1c(-c2ccc(Cl)cc2)[n+]([O-])c2ccccc2n1OCc1ccccn1	4	0	3
Cc1cc(NC(=O)COC(=O)c2n[nH]c3ccccc23)no1	-15	8	1
COc1ccc(N(CC(=O)NCc2ccccc2)S(=O)(=O)c2c(C)noc2C)cc1	6	3	-6
COc1ccc(-c2cc3nc4c(c(=O)n3[nH]2)CCC4)cc1	-5	32	13
Cc1cccc(NC(=O)c2ccc([N+](=O)[O-])o2)n1	-9	-8	1
Cc1nn2c(-c3ccc(Cl)cc3)ccnc2c1-c1ccccc1	9	57*	-2
O=C(COC(=O)C1c2ccccc2Oc2ccccc21)Nc1ccc2c(c1)OCO2	-4	1	-1
Cc1ccc(-c2nc3sc4c(c3c(=O)n2N)CC(C)(C)OC4)cc1	-14	39	-3
Cc1ccc(N=C(c2cccs2)N2CCOCC2)cc1	-3	27	-15
CCOC(=O)c1sc(=S)n2c1[nH]c(=O)c1ccc(C(=O)OC)cc12	0	-1	-1
O=C(CCC1CCCCC1)NCc1ccncc1	-40	-5	0
Cc1nc(C(=O)Nc2ccccc2Cl)cc2c1[nH]c1ccccc12	-5	-7	-1

Reformatted: results already given.
Fields: RAD54 branch	esBAF inh	ARNT TACC3 PPI
CS(=O)(=O)Nc1ccc(C(=O)NC2CC3CCC2C3)cc1 (stereo unspecified)
  8	0	2
CC(=N/O)/C(=N\O)c1ccc(C)o1
  5	-7	-2

The listing picks up, repeating the two entries before the break.
SMILES	RAD54 branch	esBAF inh	ARNT TACC3 PPI
O=C(CCC1CCCCC1)NCc1ccncc1	-40	-5	0
Cc1nc(C(=O)Nc2ccccc2Cl)cc2c1[nH]c1ccccc12	-5	-7	-1
O=C(NCc1ccco1)c1cc2n(n1)C(C(F)(F)F)CC(c1ccc(Cl)c(Cl)c1)N2 (stereo unspecified)	-2	-6	2
CCN(CC)C(=O)CSc1nc2ccccc2c(=O)n1-c1cccc(OC)c1	3	-2	-10
Cc1ccc2nc3c(cc2c1)c(NS(=O)(=O)c1ccccc1)nn3CC(C)C	-2	-9	-6
CCOC(=O)C(C)(C)Sc1nc2c(cnn2-c2ccc(C)cc2)c(=O)[nH]1	-17	-7	-5
CCOC(=O)c1c(N)n[nH]c1-c1ccccc1	-6	0	2
CCCOC(=O)c1ccc(-n2nnnc2SCC(=O)N2CCCCC2)cc1	-6	-3	-6
O=C(Cn1nc(-c2ccccc2)c2ccccc2c1=O)Nc1ccccn1	3	48*	-1
Cc1cc(C(=O)OCC(=O)N2CCN(C(=O)c3ccco3)CC2)c(C)n1-c1ccc(F)cc1	-8	-3	8
CCNCCNC(=O)c1c(O)c2cccc3c2n(c1=O)CCC3	?	-5	5
CCn1cc(C(=O)N2CCN(Cc3ccc4c(c3)OCO4)CC2)c(=O)c2ccc(C)nc21	-4	10	-4
O=C(CC12CCC(CC1)C2)NCc1ccc2c(c1)OCO2	4	19	35
COC(=O)C1=C(C)NC2=C(C1c1ccc(O)cc1)S(=O)(=O)c1ccccc12 (stereo unspecified)	17	-5	-2
CCCNC(=O)NS(=O)(=O)c1cnccc1Sc1ccc(Cl)c(Cl)c1	2	3	-2
N#Cc1ccc(Nc2nc(-c3ccc(O)cc3O)cs2)cc1C(F)(F)F	-10	3	4
CN(C)c1ccc(NC(=O)Nc2cccc(Cl)c2)cc1	-11	54*	-5
COc1ccc(C(=O)N[C@H](C(=O)NCC2CCCCC2)C(C)C)cc1	1	2	3
CCC1CCCCN1C(=O)CSc1nnc(-c2ccco2)o1 (stereo unspecified)	0	9	-6
N#CCC(CNc1ncc(C(F)(F)F)cc1Cl)OC(=O)c1c(F)cccc1F (stereo unspecified)	9	-2	-1
Clc1ccccc1Sc1cnc2ccccc2n1	-12	28	6
CSc1cccc(NC(=O)CSc2nnc(C)s2)c1	8	-2	-1
O=C(COc1ccc(/C=N/NS(=O)(=O)c2ccccc2)cc1)NCc1ccccc1	-4	15	0
O=C(NC12CC3CC(CC(C3)C1)C2)N1CCN(C(=O)C2CCCO2)CC1 (stereo unspecified)	0	-6	-10
COc1nc(Nc2cccc(C(F)(F)F)c2)nc(OC)n1	-2	30	-3
Cc1ccc(C(=O)Nc2cccc(C(=O)NCc3ccco3)c2)cc1	6	-9	5
Cc1nnc(N(CCC#N)CCC#N)s1	-16	3	-18
COc1cc(C(=O)N(Cc2cc3ccccc3[nH]c2=O)CC2CCCO2)cc(OC)c1OC (stereo unspecified)	-5	-4	0
COc1cc2c(cc1OC)C(c1cccs1)NCC2 (stereo unspecified)	8	-5	8
O=C(NNC(=O)c1ccccc1-n1cccc1)c1cccc(Cl)c1	7	-10	-1
CC1(C)CC(=O)C=C(Nc2cc(-c3ccccc3)[nH]n2)C1	6	?	-11
Cc1ccccc1C(=O)NC1CCN(Cc2nnnn2Cc2ccc(F)cc2)CC1	-2	0	-1

The list is partial, so the mix of outcomes need not match the whole.
